ABCB1 inh: ABCB1 efflux pump inhibitors, primary screen, cell-based, multiplex, flow cytometry, ABCG2 counter-screen. CCRF-Adr cells, JC-1 efflux. inhibition, % at 6.6 µM. 0.067% of 190,000 active. AID 1326, 2008; in the data active means inhibition above about 40%;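 further: 0% = vehicle and 100% = reference inhibitor; higher value means more JC-1 retained so stronger ABCB1 efflux block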
Bim-Bcl-W: inhibitors of Bim binding to Bcl-W, primary screen, biochemical, multiplexed, bead-based flow cytometry. Bim peptide-Bcl-W binding. inhibition, % at 10 µM. 0.02% of 190,000 active. AID 952, 2007;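 further: 0% = bound tracer without compound and 100% = peptide blocker; higher means less fluorescent Bim peptide bound to Bcl-W beads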
Target sequence (Q92843 whole entry, looked up): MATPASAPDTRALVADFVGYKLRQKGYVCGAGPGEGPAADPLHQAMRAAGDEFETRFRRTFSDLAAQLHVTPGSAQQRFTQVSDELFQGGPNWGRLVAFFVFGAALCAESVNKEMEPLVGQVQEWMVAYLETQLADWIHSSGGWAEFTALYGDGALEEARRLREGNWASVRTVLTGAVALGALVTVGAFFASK
Bcl-XL Bim block: inhibitors of Bim-Bcl-XL binding, primary screen, biochemical, multiplexed, bead flow cytometry, human Bcl-XL; inhibition, % at 10 µM; AID 1007, 2008; Bim peptide-Bcl-XL binding, fluorescence; 0.04% of 190,000 active
Bim-Bcl-2: inhibitors of Bim-Bcl-2 binding, primary screen, biochemical, multiplexed, human Bcl-2 family. 0.06% of 190,000 active. AID 950, 2007. Apoptosis regulator Bcl-2 (Homo sapiens), P10415. Bead-based flow cytometry, Bim peptide-Bcl-2 binding. inhibition, % at 10 µM; in the data active means inhibition above about 40%; inconclusive means no clear call, values can overlap the other calls;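 further: 0% = no compound wells with probe peptide and 100% = reference peptide inhibitor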
RGS4-Gao reg: modulators of RGS4 binding to Galphao, primary screen, biochemical, multiplexed bead flow cytometry | actives lie on both sides | Guanine nucleotide-binding protein G(o) subunit alpha (Homo sapiens), P09471 | 0.33% of 220,000 active | binding response (% of control), % at 10 µM; in the data active means binding response below about 49% or above about 150%; inactive means in between;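 further: fluorescent Galphao activated with aluminum fluoride binding bead-coupled RGS4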
RGS7-Gao reg: RGS7-Galphao binding modulators, primary screen, biochemical, multiplexed bead flow cytometry; binding response (% of control), % at 10 µM; 0.35% of 220,000 active; actives lie on both sides; AID 1439, 2008; Guanine nucleotide-binding protein G(o) subunit alpha (Homo sapiens), P09471; in the data active means binding response below about 49% or above about 150%; inconclusive means no clear call, values can overlap the other calls; inactive means in between;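 further: fluorescent Galphao held in activated GDP-AlF4 state binding bead-coupled RGS7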
ABCG2 block: ABCG2 efflux pump inhibitors, primary screen, multiplex with ABCB1, IgMXP3 cells, flow cytometry; Broad substrate specificity ATP-binding cassette transporter ABCG2 (Homo sapiens), Q9UNQ0; JC-1 efflux; inhibition, % at 6.6 µM; 0.1% of 190,000 active;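 active means inhibition above 80%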;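 further: 0% = DMSO and 100% = nicardipine control wells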
Target sequence (Q9UNQ0 whole entry, looked up): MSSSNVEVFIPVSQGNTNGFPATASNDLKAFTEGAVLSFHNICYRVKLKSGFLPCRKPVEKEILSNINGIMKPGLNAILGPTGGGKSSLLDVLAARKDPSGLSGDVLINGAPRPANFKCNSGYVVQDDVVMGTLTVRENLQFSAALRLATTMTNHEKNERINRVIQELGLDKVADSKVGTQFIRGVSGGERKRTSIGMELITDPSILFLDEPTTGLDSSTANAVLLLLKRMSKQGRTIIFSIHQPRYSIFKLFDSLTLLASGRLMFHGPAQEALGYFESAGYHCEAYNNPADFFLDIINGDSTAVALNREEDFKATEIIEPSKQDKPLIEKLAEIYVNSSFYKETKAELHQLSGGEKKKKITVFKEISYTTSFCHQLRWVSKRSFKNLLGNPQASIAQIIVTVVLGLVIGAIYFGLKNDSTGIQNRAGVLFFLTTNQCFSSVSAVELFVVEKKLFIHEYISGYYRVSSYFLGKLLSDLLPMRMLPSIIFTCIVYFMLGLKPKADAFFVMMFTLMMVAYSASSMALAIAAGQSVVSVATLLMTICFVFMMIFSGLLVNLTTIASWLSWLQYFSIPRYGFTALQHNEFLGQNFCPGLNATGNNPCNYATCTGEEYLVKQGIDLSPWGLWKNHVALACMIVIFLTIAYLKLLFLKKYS
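material = IgMXP3 (ABCG2) plus far-red-tagged CCRF-Adr (ABCB1) cells | amount = 3 million cells/mL, equal mix of both lines | also added = JC-1 transporter substrate | dosing = one concentration, 6.6 µM final | schedule = 10 min at 25 °C | measured by = flow cytometric JC-1 green MFI at 530 nm | read-out basis = percent efflux inhibition, scaled nicardipine 100% to DMSO 0%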
Bfl-1 Bim block: inhibitors of Bim binding to Bfl-1, primary screen, biochemical, multiplexed, bead-based flow cytometry | 0.12% of 190,000 active | Bim-Bfl-1 binding inhibition | inhibition, % at 10 µM | Bcl-2-related protein A1 (Homo sapiens), Q16548;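 further: 0% = wells without compound plus tracer and 100% = blocker peptide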
RGS8-Gao: RGS8-Galphao binding modulators, primary screen, biochemical, multiplexed bead flow cytometry; Guanine nucleotide-binding protein G(o) subunit alpha (Homo sapiens), P09471; actives lie on both sides; response (percent of control binding), % at 10 µM; 0.34% of 220,000 active; AID 1423, 2008; in the data active means response below about 60% or above about 140%; inactive means in between;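 further: Galphao activated as the GDP aluminium fluoride complex binding bead-coupled RGS8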
Bim-Bcl-B: inhibitors of Bim-Bcl-B binding, primary screen, biochemical, multiplexed, human Bcl-2 family; 0.073% of 190,000 active; Bcl-2-like protein 10 (Homo sapiens), Q9HD36; bead-based flow cytometry, Bim peptide-Bcl-B binding; AID 951, 2007; inhibition, % at 10 µM;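 further: 0% = tracer peptide without compound and 100% = reference inhibitor peptide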
Target sequence (Q9HD36 whole entry, looked up): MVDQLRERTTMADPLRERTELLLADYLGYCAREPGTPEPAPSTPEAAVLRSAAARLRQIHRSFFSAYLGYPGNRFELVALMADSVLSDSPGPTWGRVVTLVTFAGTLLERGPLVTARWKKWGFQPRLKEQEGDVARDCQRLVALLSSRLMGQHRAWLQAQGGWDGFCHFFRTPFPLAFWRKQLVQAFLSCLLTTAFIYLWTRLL
GSH bead fluor: compound fluorescence on glutathione beads, profiling panel, artefact control, biophysical, 488/530 nm, flow cytometry. GSH beads flow cytometry, compound fluorescence 488/530 nm; hits give high values. fluorescence (KMESF) at 10 µM. 0.25% of 190,000 active. AID 1776, 2009; in the data active means fluorescence above about 89;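 further: glutathione beads carrying GST-tagged Bcl family fusion proteins plus one bare bead set; values are compound well signal with DMSO vehicle wells as background; inactives centre near 16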
Numbers without * were called inactive; ? = inconclusive. Unless noted, no stated cut-off is given here; in the data, active means inhibition above about 40%. This is a random part of the collection; any-hit rate near 1.1%.

SMILES	ABCB1 inh	Bim-Bcl-W	Bcl-XL Bim block	Bim-Bcl-2	RGS4-Gao reg	RGS7-Gao reg	ABCG2 block	Bfl-1 Bim block	RGS8-Gao	Bim-Bcl-B	GSH bead fluor
OCCN1CCN(Cc2cc(Cl)c3cccnc3c2O)CC1	-0.3	-7.0	-24.0	-5.0	77.2	69.2	2.1	-4.0	78.2	-4.0	44
CCOC(=O)C1=C(N)Oc2cc(C)[nH]c(=O)c2C1c1ccncc1 (stereo not given)	-2.2	-2.0	2.0	-8.0	105.4	104.0	-2.6	-10.0	103.6	-9.0	33
CCOC(=O)N1CCC(N2C(=O)c3ccccc3C2Nc2ccc(S(=O)(=O)N3CCOCC3)cc2)CC1 (stereo not given)	0.2	4.0	4.0	3.0	98.5	100.9	-0.5	3.0	99.3	7.0	10
CC1(C)CN=C(N2CCN(c3ncnc4sc5c(c34)CCCC5)CC2)S1	2.1	-2.0	3.0	-10.0	97.9	98.7	9.7	-12.0	99.8	-9.0	23
Cc1cnn(Cc2ccccc2)c1N	0.3	4.0	0.0	-3.0	100.5	101.1	1.9	-6.0	100.0	-4.0	21
O=C1CC(N2CCN(c3ccccc3)CC2)C(=O)N1c1ccc2c(c1)OCCO2 (stereo not given)	0.6	0.0	-3.0	-12.0	100.4	102.5	1.5	-16.0	101.7	-10.0	28
COc1ccc(C(c2nnnn2Cc2cccs2)N2CCN(c3ccc(F)cc3)CC2)cc1OC (stereo not given)	1.4	0.0	-3.0	-9.0	110.0	106.5	4.4	-11.0	106.0	-8.0	39
O=C1c2ccccc2C(Nc2cccc(C(F)(F)F)c2)N1Cc1ccco1 (stereo not given)	0.1	2.0	-3.0	-11.0	94.0	96.9	4.2	-10.0	98.1	-29.0	43
CC1CN(C(=O)c2cc3cc([N+](=O)[O-])ccc3s2)CC(C)O1 (stereo not given)	0.1	-1.0	-3.0	-1.0	101.2	101.4	3.9	-6.0	102.5	-3.0	13
O=C(Nc1ncc(Cc2ccccc2Cl)s1)C1=NCCN1	-0.2	-7.0	-11.0	-7.0	97.6	95.7	-0.5	-11.0	99.6	-7.0	20
S=C(Nc1ccccc1Cl)N(Cc1ccccc1)Cc1ccccn1	0.7	2.0	0.0	1.0	99.4	96.4	19.3	-3.0	98.8	1.0	21
O=C(CNc1ccccc1)N/N=C/c1ccc2c(c1)OCO2	-0.1	-1.0	-2.0	-4.0	92.8	93.1	5.6	-10.0	99.9	0.0	7
Cc1ccc(S(=O)(=O)NCCNC(=O)C2CCCNC2=O)cc1 (stereo not given)	0.5	-2.0	-1.0	-3.0	101.7	99.6	1.1	-2.0	103.0	0.0	23
COc1ccc(-c2cc(CNC(C)=O)on2)cc1	0.3	0.0	0.0	-2.0	101.0	102.2	8.4	0.0	97.8	0.0	12
Nc1nc(SCc2ccccc2Cl)ns1	-0.1	-2.0	0.0	1.0	99.6	94.9	0.3	0.0	101.3	0.0	17
N#C/C(=C(/O)COC(=O)c1ccc(Cl)c(S(=O)(=O)N2CCOCC2)c1)c1nc2ccccc2[nH]1	0.3	-3.0	-4.0	-1.0	102.2	101.6	1.0	0.0	104.4	-4.0	9
Nc1ncnc2nc(SCc3ccc(Cl)cc3Cl)[nH]c12	0.2	-2.0	0.0	2.0	99.1	101.2	3.0	0.0	103.0	-1.0	22
Cc1csc(Sc2ccc(S(=O)(=O)N3CCCC3)cn2)n1	1.1	3.0	0.0	0.0	97.2	99.4	3.7	-4.0	101.6	-3.0	13
COC(=O)C1C(=O)CC(C)(O)C(C(=O)OC)C1/C=C/c1ccccc1 (stereo not given)	0.7	2.0	0.0	-14.0	102.2	103.7	1.4	-12.0	99.2	-8.0	13
Cn1nc(OCC(N)=O)ccc1=O	2.4	-5.0	-11.0	-13.0	97.2	98.6	32.7	-20.0	98.5	-10.0	24
CC(NC(=S)Nc1ccc(OC(F)F)cc1OC(F)F)C(C)(C)C (stereo not given)	0.1	-7.0	-14.0	-2.0	99.8	101.4	4.5	-4.0	100.4	-13.0	19
CCCOc1ccc(/C=C/C(=O)Nc2ccc([N+](=O)[O-])cc2)cc1	-1.2	0.0	-8.0	-10.0	104.8	104.8	40.5	-18.0	102.8	-8.0	28
Cc1sc2nc(COC(=O)c3ccc(N4CCCC4)c([N+](=O)[O-])c3)[nH]c(=O)c2c1C	-0.3	-12.0	-14.0	-9.0	96.4	97.2	-2.2	-13.0	98.8	-20.0	21
C/C(CCc1ccc2c(c1)OCO2)=N\NC(=O)c1ccccc1Cl	0.0	-4.0	-6.0	-6.0	98.2	99.3	1.4	-4.0	103.3	-3.0	20
Cn1c2ccc(F)cc2c2ncn(CCCN(CCO)CCO)c(=O)c21	-0.4	5.0	-3.0	-5.0	99.7	101.0	-0.1	-4.0	101.5	-2.0	36
CCOC(=O)Cc1c(Sc2ccccc2)c2ccccc2n1C	1.2	0.0	-3.0	-3.0	95.0	94.3	12.0	-3.0	100.1	-1.0	10
COc1cc(/C=C2\SC(c3ccc(C)cc3)=NC2=O)cc(OC)c1OC	0.4	0.0	5.0	-6.0	98.3	109.2	6.7	-3.0	97.1	-16.0	27
CCOc1ccc(/C=C2/SC(=O)NC2=S)cc1	-5.3	-4.0	-10.0	1.0	101.9	111.5	-2.8	0.0	102.3	-8.0	11
CC(=O)Nc1ccc(C(=O)CSc2nnnn2C(C)C)cc1	0.3	6.0	0.0	-4.0	78.9	80.8	1.4	-9.0	87.2	-6.0	8
O=C1CCSc2ccc(Cl)cc2N1Cc1ccc(Cl)cc1	0.6	-4.0	-4.0	-2.0	99.7	100.1	1.3	-2.0	99.3	-4.0	23
CCC(C)(C)C1CCC(=NNC(=S)Nc2cccnc2)CC1 (stereo not given)	1.1	-3.0	-1.0	-1.0	100.9	102.6	2.1	-3.0	103.2	-6.0	13
Cc1c(-c2cccs2)[n+](=O)c2c(n1[O-])CCCC2	-0.5	-6.0	-3.0	3.0	102.0	105.2	-3.2	9.0	103.8	3.0	25
COc1ccc(Nc2cc(C)nc3nc(C)nn23)cc1Cl	0.2	-1.0	-2.0	-8.0	103.0	104.6	4.5	-10.0	105.1	-4.0	13
COc1ccc(C2SCC(C(=O)O)N2C(C)=O)cc1OC (stereo not given)	0.4	2.0	-1.0	-7.0	96.2	93.5	3.5	-8.0	94.7	-6.0	26
COc1ccc(C(CC(=O)O)NC(=O)COc2cc(C)ccc2C)cc1OC (stereo not given)	1.0	0.0	-1.0	0.0	104.0	100.6	5.4	-1.0	100.7	0.0	11
CCN(N)C(=S)Nc1ccc(F)cc1	0.8	-1.0	-5.0	-1.0	103.5	101.5	3.3	-10.0	109.0	-10.0	12
O=[N+]([O-])c1cc(CN2CCN(c3cccc(C(F)(F)F)c3)CC2)c2cccnc2c1O	0.5	-3.0	0.0	-2.0	101.7	99.8	0.0	-7.0	104.7	-3.0	10
O=C(CCS(=O)(=O)Cc1ccccc1)N1CCN(c2ccccc2)CC1	0.8	3.0	1.0	-8.0	99.7	99.2	2.0	-10.0	103.0	-7.0	55
COC(=O)CNC(=O)CCCCC(=O)NCC(=O)OC	0.8	-1.0	0.0	0.0	101.5	97.8	1.7	-4.0	100.4	-1.0	5
COc1ccc(C(=O)Cc2ccc(F)cc2)c(OC)c1	0.3	-2.0	-3.0	3.0	102.7	102.4	5.6	0.0	102.8	-3.0	6
COc1ccc(CN2C3CCCC2CC(NC(=O)Nc2ccccc2)C3)cc1 (stereo not given)	-0.1	-10.0	-9.0	-5.0	102.7	98.3	-0.8	-5.0	101.2	-9.0	15
COc1ccc(C(=O)N2CCC(n3c(C)nc4cc(F)ccc43)CC2)cc1	2.1	-2.0	-2.0	0.0	99.8	94.8	9.0	-3.0	99.9	-6.0	21
COc1ccc(/C=N/c2oc(-c3ccccc3)cc2C#N)cc1	0.9	2.0	-4.0	0.0	88.9	94.3	20.9	-3.0	90.8	-3.0	10
C=CCc1cc(OC)ccc1OCCOCCC(C(=O)OCC)C(=O)OCC	0.6	-1.0	-4.0	-4.0	97.0	100.0	7.6	-1.0	98.5	-5.0	4
NC(=O)CSc1ccc(-c2ccc(F)cc2)nn1	0.2	-1.0	1.0	-1.0	98.5	97.5	0.0	-2.0	100.4	0.0	17

No new results follow: 5 of the compounds above.
SMILES	ABCB1 inh	Bim-Bcl-W	Bcl-XL Bim block	Bim-Bcl-2	RGS4-Gao reg	RGS7-Gao reg	ABCG2 block	Bfl-1 Bim block	RGS8-Gao	Bim-Bcl-B	GSH bead fluor
COc1ccc(C(CC(=O)O)NC(=O)COc2cc(C)ccc2C)cc1OC (stereo not given)	1.0	0.0	-1.0	0.0	104.0	100.6	5.4	-1.0	100.7	0.0	11
CCN(N)C(=S)Nc1ccc(F)cc1	0.8	-1.0	-5.0	-1.0	103.5	101.5	3.3	-10.0	109.0	-10.0	12
O=[N+]([O-])c1cc(CN2CCN(c3cccc(C(F)(F)F)c3)CC2)c2cccnc2c1O	0.5	-3.0	0.0	-2.0	101.7	99.8	0.0	-7.0	104.7	-3.0	10
O=C(CCS(=O)(=O)Cc1ccccc1)N1CCN(c2ccccc2)CC1	0.8	3.0	1.0	-8.0	99.7	99.2	2.0	-10.0	103.0	-7.0	55
COC(=O)CNC(=O)CCCCC(=O)NCC(=O)OC	0.8	-1.0	0.0	0.0	101.5	97.8	1.7	-4.0	100.4	-1.0	5

(listing goes on)
SMILES	ABCB1 inh	Bim-Bcl-W	Bcl-XL Bim block	Bim-Bcl-2	RGS4-Gao reg	RGS7-Gao reg	ABCG2 block	Bfl-1 Bim block	RGS8-Gao	Bim-Bcl-B	GSH bead fluor
COC(=O)c1ccc(-c2ccc(/C=N/N3C(=O)C4C5C=CC(C6CC56)C4C3=O)o2)cc1 (stereo not given)	1.6	-6.0	-12.0	-6.0	101.2	97.9	16.4	-1.0	100.1	-16.0	16
CCN(CC(=O)Nc1c(F)cccc1F)C(=O)Cc1ccccc1	1.1	-1.0	-1.0	1.0	97.7	?	5.1	-2.0	97.5	-2.0	13
COc1cccc(/C=C/C(=O)Nc2ccc3[nH]c(=O)[nH]c3c2)c1	-0.2	-1.0	0.0	1.0	101.8	?	-6.4	0.0	99.4	-1.0	17
O=C(NNC(=O)c1ccccc1Br)c1ccc(Cl)cc1	0.3	-1.0	-5.0	-8.0	99.2	101.5	4.6	-10.0	98.7	-10.0	30
CNC(=S)N(Cc1ccc(OC)cc1)Cc1cc2cc(C)ccc2[nH]c1=O	-0.1	-1.0	-1.0	-4.0	98.9	97.0	0.2	-8.0	100.8	-5.0	23
O=C(COc1ccccc1)N1CCN(S(=O)(=O)c2ccc(Cl)cc2)CC1	1.0	0.0	0.0	0.0	99.4	99.5	2.6	0.0	97.9	0.0	11

Source: PubChem
